HUVEC tox IL1B – HUVEC cytotoxicity counter-screen, IL-1B stimulated; HUVEC cell count loss, Hoechst imaging; cell count reduction, % at 2 µM; 0.41% of 94,000 active; AID 845;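 active = cell count reduction more than 3 SD above the screen-wide mean, cut at about 70% in these data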;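 note: normalized per plate to untreated control cells as the no-loss baseline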
VCAM1 TNFa inh – reduces TNF alpha induced VCAM1 expression in HUVEC | HUVEC TNFa-induced VCAM-1 immunofluorescence, high-content imaging | inhibition, % at 2 µM | 0.48% of 95,000 active;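 active = inhibition above the batch mean plus 3 SD, with images confirmed as a hit by eye, cut at about 37% in these data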;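 note: 0% = TNF-stimulated DMSO wells and 100% = unstimulated control wells; not every result past the cut was called active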
HUVEC prolif 384 – blocks proliferation of human endothelial cells. HUVEC proliferation, CellTiter-Glo luminescence, 72 h; active compounds read low. viability, % at 10 µM (by protocol). 1.1% of 86,000 active;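 active = viability at or below 30%; inactive = viability above 30%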;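 note: 100% = median luminescence of DMSO-only cell control wells on each plate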
F-actin modifier – alters cytoskeleton assembly in HUVEC cells; HUVEC TNFa F-actin phalloidin imaging, high content; inhibition, % at 2 µM; 0.18% of 91,000 active; AID 836;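 active = inhibition above the batch mean plus 3 SD and confirmed as a hit by visual image inspection, cut at about 30% in these data, passing the limit was not always enough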; note: strong numbers were not always called active
Fibroblast inh – blocks proliferation of human lung fibroblasts | LL 47 human lung fibroblast viability, ATP luminescence; active compounds read low | viability, % at 10 µM | 1.1% of 85,000 active;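 active = viability at or below 50% in the single dose screen; inactive = viability above 50%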;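 note: compound exposure lasted 72 h before the ATP readout; 100% = median luminescence of untreated cell-only wells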
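Test system: LL 47 human lung fibroblasts / Incubation: 72 h compound exposure at 37 °C after overnight plating / Technique: luminescent ATP detection, CellTiter-Glo / Compound dosing: 0.1% DMSO in all compound wells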
Pyk2 oligo antag – antagonists of human Pyk2 oligomerization; Q14289; z-score (the deposit names both 25 µM and 10 µM); 0.83% of 99,000 active; Q293 cells, Pyk2 FERM NanoBiT luminescence; active compounds read low;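 active = Z-score of -3 or lower, scaled per plate to the spread of control and sample wells; inactive = z-score above -3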;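 note: negative z-score means lost luminescence so less FERM oligomerization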
Target sequence (Q14289 whole entry, looked up): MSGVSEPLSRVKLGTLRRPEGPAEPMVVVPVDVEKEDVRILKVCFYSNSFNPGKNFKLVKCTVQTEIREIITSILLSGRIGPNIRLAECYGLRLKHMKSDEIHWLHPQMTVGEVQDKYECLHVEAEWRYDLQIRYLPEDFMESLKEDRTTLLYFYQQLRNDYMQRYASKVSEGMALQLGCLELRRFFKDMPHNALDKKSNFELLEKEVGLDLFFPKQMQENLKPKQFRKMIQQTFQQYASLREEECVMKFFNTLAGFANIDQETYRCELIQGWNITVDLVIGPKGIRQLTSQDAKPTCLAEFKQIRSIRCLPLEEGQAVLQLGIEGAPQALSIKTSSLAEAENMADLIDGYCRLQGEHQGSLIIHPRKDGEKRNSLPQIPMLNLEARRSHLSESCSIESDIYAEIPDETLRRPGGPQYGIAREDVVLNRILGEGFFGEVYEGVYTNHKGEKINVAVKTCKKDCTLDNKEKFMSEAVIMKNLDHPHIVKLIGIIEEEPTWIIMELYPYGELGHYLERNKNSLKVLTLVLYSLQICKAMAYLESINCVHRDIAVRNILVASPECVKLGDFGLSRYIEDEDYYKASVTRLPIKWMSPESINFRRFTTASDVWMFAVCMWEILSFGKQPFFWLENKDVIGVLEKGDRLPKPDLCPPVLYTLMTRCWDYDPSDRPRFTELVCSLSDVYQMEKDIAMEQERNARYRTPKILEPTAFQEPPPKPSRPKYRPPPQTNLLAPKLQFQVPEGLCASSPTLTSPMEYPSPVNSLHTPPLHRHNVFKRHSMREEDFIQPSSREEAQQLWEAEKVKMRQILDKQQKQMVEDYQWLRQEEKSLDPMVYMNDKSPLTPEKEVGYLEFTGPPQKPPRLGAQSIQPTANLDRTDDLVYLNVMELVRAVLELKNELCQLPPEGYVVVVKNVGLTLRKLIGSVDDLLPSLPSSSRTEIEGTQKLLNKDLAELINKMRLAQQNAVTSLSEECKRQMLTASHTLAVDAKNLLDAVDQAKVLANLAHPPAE
HUVEC tox TNFa – toxic to HUVEC cells under TNF alpha stimulation; HUVEC TNFalpha-stimulated, Hoechst cell count, imaging; cell count reduction, % at 2 µM; 0.17% of 93,000 active;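 active = cell count reduction exceeding the screen mean by over 5 SD, scaled to untreated wells per plate, cut at about 78% in these data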;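 note: cells counted after 24 h of TNF alpha exposure following the 1 h pretreatment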
H69AR inhibit – growth inhibitors of human H69AR lung tumor cells; H69AR lung tumor viability, ATP luminescence, 72 h; active compounds read low; viability, % at 10 µM; 6% of 85,000 active;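 active = viability at or below 40%; inactive = viability above 40%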;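 note: multidrug resistant small cell line overexpressing MRP-1 efflux transporter; 100% = mean luminescence of untreated control wells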
Smad3 FoxH1 inh – inhibitors of human Smad3 transcription factor binding; P84022; TR-FRET Smad3/Dy647-FoxH1 peptide binding, europium anti-His; AID 630; inhibition, % at 25 µM; 0.29% of 88,000 active;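 active = compounds that reduce the energy-transfer binding signal between the protein and its labelled peptide by more than half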;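 note: 0% = Smad3 plus labelled peptide maximal FRET and 100% = peptide-only background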
* marks the source's active call; other numbers are inactive results; nt = not tested or not shown; [ ] = another dose, or the depositor's remark. These rows are one share of the data; the hit share may differ from the screen's.

SMILES	HUVEC tox IL1B	VCAM1 TNFa inh	HUVEC prolif 384	F-actin modifier	Fibroblast inh	Pyk2 oligo antag	HUVEC tox TNFa	H69AR inhibit	Smad3 FoxH1 inh
COc1cccc(NC(=O)C(NCC2CCCCC2)c2ccccc2)c1 (stereo not drawn)	-86.8	-4.0	105.0	-0.3	99.1	0.04	-3.9	47.4	-8.0
CCn1c(CSc2nccn2C)nc2cc(C(=O)O)ccc21	5.1	11.4	100.0	-9.2	106.2	0.05	2.5	88.6	8.6
N#Cc1ccccc1NC(=O)COC(=O)c1ccc2c(c1)OCCO2	6.5	-18.2	101.1	11.4	101.9	0.81	-23.1	87.6	-10.3
Cc1ccc(-c2cc(C(=O)N3CCN(c4ncccn4)CC3)c3ccccc3n2)cc1	-3.0	-18.1	70.8	6.3	nt	-1.06	-9.8	11.4*	-0.8
CCOC(=O)CC1=C(C(=O)OCC)C(c2ccc(OC)cc2OC)C(C#N)=C(N)O1 (stereo not drawn)	-24.7	16.3	nt	1.3	nt	0.42	-32.8	nt	nt
CC1(C)CC(=O)C2=C(C1)OC(N)=C(C#N)C21CCN(Cc2ccccc2)CC1	nt	nt	90.9	nt	nt	0.48	nt	63.0	-7.3
CCOc1ccc(/C=N/O)cc1	20.0	13.6	96.6	-9.9	100.2	nt	36.0	226.4	-7.9
O=C(CCS(=O)(=O)c1ccc(Cl)cc1)N1CCN(S(=O)(=O)c2cccs2)CC1	5.0	nt	100.7	nt	98.0	-0.04	nt	94.9	-16.1[fluorescence artefact?]
COCc1cc(C)nc(SCC(=O)Nc2ccccc2C)c1C#N	0.0	-9.3	93.4	12.8	102.1	-1.1	-13.5	nt	3.1
CCC(OC(=O)c1cc2sccc2n1C)C(=O)NCC1CCCO1 (stereo not drawn)	-8.2	-35.3	99.0	6.1	102.2	0.36	-32.8	87.0	-0.4
Nc1cc(N)nc(SCCOc2ccccc2)n1	-30.8	-21.9	91.7	47.0	102.3	0.07	0.0	96.8	3.0
CC(=O)N1CCN(Cc2nc3cc(NC(=O)c4ccccc4)ccc3n2C)CC1	-11.4	25.9	91.0	-3.2	100.3	1.79	-5.8	82.4	-5.6
Cc1ccc(OCc2nnc(SCC(=O)O)n2N)cc1	-30.2	-0.4	85.4	-6.8	103.5	-0.39	-2.1	97.0	-0.8
O=C(c1ccccc1)c1ccc(C(=O)N2CCOCC2)cc1	-7.1	-0.1	104.2	-12.6	96.8	-0.02	9.3	86.2	-0.6
CCCC(=O)c1ccc(N2CCN(S(=O)(=O)c3ccccc3)CC2)c(F)c1	-20.3	-11.5	100.9	13.6	100.9	-0.15	-14.8	81.4	8.4
C(=C\c1ccccc1)/C=N/Nc1nc(N2CCCCC2)nc(N2CCCCC2)n1	-3.4	-14.7	nt	-0.1	nt	0.64	4.3	nt	nt
O=C(CCC(=O)NNC(=O)COc1ccccc1)NCc1ccccc1	-41.3	-0.9	nt	5.3	nt	1.89	-4.5	nt	nt
Cc1ccc(N(CC(=O)Nc2ccc3c(c2)OCCO3)S(=O)(=O)c2c(C)noc2C)cc1	-13.9	3.0	92.2	-9.3	80.1	-2.11	-35.4	85.4	8.2
CCOC(=O)c1nnn(-c2nonc2N)c1-c1cccc2ccccc12	-26.4	-11.2	90.4	nt	107.1	-1.65	-9.7	43.7	-3.4
COc1ccc(C(=O)Nc2nccs2)cc1OC	nt	nt	85.1	nt	112.7	-0.02	nt	79.9	1.2
O=S(=O)(NCc1cccnc1)c1cc(Cl)ccc1Cl	-3.8	16.5	89.7	4.0	96.5	-0.45	-22.4	88.8	8.4
CCOC(=O)CNc1ncnc2nc[nH]c12	nt	nt	99.1	nt	109.1	nt	nt	81.0	7.1
CCOC(=O)c1ccc(NS(=O)(=O)N2CCCCCC2)cc1	-31.7	6.4	92.0	-23.0	97.4	-3.1*	-21.9	86.1	4.8
Cc1ccc(NC(=O)CSC2=C(C#N)C(c3ccc4c(c3)OCO4)C3=C(CCCC3=O)N2)c(C)c1 (stereo not drawn)	5.8	-3.5	96.2	1.6	96.9	-0.54	-28.5	92.9	-1.2
Nc1ccccc1-c1nnc(SCc2ccccc2Cl)[nH]c1=O	-29.8	10.2	95.4	2.6	96.9	-1.64	-11.3	97.6	4.1

Printed as active in Pyk2 oligo antag, among the entries above:
| SMILES | VCAM1 TNFa inh | F-actin modifier | Pyk2 oligo antag | Smad3 FoxH1 inh |
| --- | --- | --- | --- | --- |
| CCOC(=O)c1ccc(NS(=O)(=O)N2CCCCCC2)cc1 | 6.4 | -23.0 | -3.1* | 4.8 |

Returning to the listing, starting 5 compounds before the break.
SMILES	HUVEC tox IL1B	VCAM1 TNFa inh	HUVEC prolif 384	F-actin modifier	Fibroblast inh	Pyk2 oligo antag	HUVEC tox TNFa	H69AR inhibit	Smad3 FoxH1 inh
O=S(=O)(NCc1cccnc1)c1cc(Cl)ccc1Cl	-3.8	16.5	89.7	4.0	96.5	-0.45	-22.4	88.8	8.4
CCOC(=O)CNc1ncnc2nc[nH]c12	nt	nt	99.1	nt	109.1	nt	nt	81.0	7.1
CCOC(=O)c1ccc(NS(=O)(=O)N2CCCCCC2)cc1	-31.7	6.4	92.0	-23.0	97.4	-3.1*	-21.9	86.1	4.8
Cc1ccc(NC(=O)CSC2=C(C#N)C(c3ccc4c(c3)OCO4)C3=C(CCCC3=O)N2)c(C)c1 (stereo not drawn)	5.8	-3.5	96.2	1.6	96.9	-0.54	-28.5	92.9	-1.2
Nc1ccccc1-c1nnc(SCc2ccccc2Cl)[nH]c1=O	-29.8	10.2	95.4	2.6	96.9	-1.64	-11.3	97.6	4.1
CCOC(=O)c1c(C)oc2ccc(OCC(=O)N(CC)CC)cc12	2.1	15.5	99.7	0.3	nt	0.87	5.2	38.9*	0.3
Cc1ccc(NC(=O)c2cc(NC(=O)c3ccco3)ccc2N2CCCCC2)cc1	-4.3	10.2	68.1	-3.2	47.9*	-0.8	-19.7	26.3*	4.9
c1ccc(-c2nc(NCCCn3ccnc3)c3oc4ccccc4c3n2)cc1	-19.9	14.9	54.1	-4.2	88.2	-1.93	-6.6	17.9*	2.6
CCCCc1nc(NCCNC(=O)c2ccco2)c(C#N)c2c1CSC(C)(C)C2	-52.1	1.7	69.3	-1.6	95.9	nt	-13.8	65.1	5.9
CCOC(=O)CN1CC23C=CC(O2)C(C(=O)Nc2ccc(F)c(C)c2)C3C1=O (stereo not drawn)	-16.7	-2.6	103.6	-1.7	93.4	-0.43	-26.2	90.1	0.2
Clc1cc(Cl)cc(CSc2nnc(-c3sccc3-n3cccc3)o2)c1	-4.2	-8.0	nt	15.9	nt	-1.55	-2.0	nt	nt
Cc1cccc(NC(=O)CSc2nnc(-c3ccccc3Br)o2)c1C	-26.1	0.0	95.9	5.8	101.2	-0.3	-0.8	93.6	0.6
CC(C)(C)OC(=O)N1CCC(C(=O)N2CCC[C@H]2C(=O)O)CC1	6.4	-19.1	96.5	nt	104.4	0.5	16.0	94.0	-4.7
CCCS(=O)(=O)N1CCCC(C(=O)NC2CCCC(C)C2C)C1 (stereo not drawn)	-13.2	15.6	97.6	-2.3	104.3	0.79	-14.2	86.8	2.6
Cc1ccc(Cl)cc1NC(=O)CCn1cccc1	-15.7	11.5	96.5	2.3	108.5	-0.74	-34.8	97.6	17.6
Cc1ccc(-c2nsc3c(N4CCC(C(N)=O)CC4)ncnc23)cc1	nt	nt	88.2	nt	103.2	0.2	nt	81.2	-10.3
O=C1CC(c2ccccc2)CC(O)=C1C=NC1CCCC1 (stereo not drawn)	-7.8	3.7	nt	-12.2	nt	-0.28	2.1	nt	nt
Cc1nn(Cc2ccc(Cl)cc2)c(C)c1N	-5.8	8.5	88.9	33.7	106.2	-0.18	-16.8	96.2	-0.8
CCOC(=O)c1c(C)nn(Cc2cccc(Cl)c2)c1N	-28.9	-2.7	100.0	-9.1	97.5	-0.67	-40.3	103.2	-2.3
O=C(Cn1c(=O)oc2cc(S(=O)(=O)N3CCCCC3)ccc21)N1CCc2ccccc2C1	19.9	-7.8	99.1	-12.5	90.4	nt	8.0	69.2	5.4
O=C(CSc1nc2ccsc2c(=O)n1-c1ccccc1)N1CCCC1	-6.0	15.7	102.7	-12.8	100.7	-0.22	-2.0	94.1	8.1
COc1ccccc1C/C(N)=N/OC(=O)c1ccc(C)c([N+](=O)[O-])c1	-18.4	5.1	nt	16.3	nt	-1.15	-0.6	nt	nt
CCN(c1ccccc1)c1nc2ccsc2c(=O)s1	-173.3	26.5	93.7	-2.9	88.6	-1.58	-21.8	66.6	1.8
O=C(O)C1CC=CCC1C(=O)Nc1cccc(F)c1 (stereo not drawn)	9.8	nt	99.3	nt	101.6	0.6	nt	96.0	7.8
O=C(O)c1ccc(CSc2nc(-c3ccc(Cl)cc3)cc(C(F)(F)F)n2)cc1	-31.3	13.3	nt	-2.8	nt	-0.54	-19.9	nt	nt
CC12CC3CC(C)(C1)CC(C(=O)NC(=S)N1CCCCC1)(C3)C2	-27.4	8.5	nt	11.2	nt	0.37	-17.5	nt	nt
CCOC(=O)c1cccc(NC(=O)CSc2nc(N)cc(N)n2)c1	-17.2	17.1	97.7	-25.6	87.1	-1.59	-21.5	45.1	1.0
COc1ccc(NC(=O)CN(Cc2ccccc2)S(C)(=O)=O)c(OC)c1	-14.3	10.6	100.0	23.8	103.8	-0.35	-8.6	92.6	0.1
CCOc1cc(C(=S)N2CCC(O)CC2)ccc1OS(=O)(=O)c1ccc(Br)cc1	2.4	7.2	nt	-8.9	nt	-0.26	-5.3	nt	nt
CCCOC(=O)c1ccc(NC(=O)c2cnccn2)cc1	4.8	-0.9	95.0	1.5	97.5	0.73	-5.7	95.2	5.5
CCN1CCN(c2nc3ccccc3nc2C(C#N)S(=O)(=O)c2ccc(C)c(C)c2)CC1 (stereo not drawn)	-2.5	10.0	101.3	5.6	100.6	-0.54	1.1	93.3	7.3

Quoted at random: 3 records from the list, in no set order.
SMILES	HUVEC tox IL1B	VCAM1 TNFa inh	HUVEC prolif 384	F-actin modifier	Fibroblast inh	Pyk2 oligo antag	HUVEC tox TNFa	H69AR inhibit	Smad3 FoxH1 inh
CCOC(=O)c1cccc(NC(=O)CSc2nc(N)cc(N)n2)c1	-17.2	17.1	97.7	-25.6	87.1	-1.59	-21.5	45.1	1.0
Cc1cccc(NC(=O)CSc2nnc(-c3ccccc3Br)o2)c1C	-26.1	0.0	95.9	5.8	101.2	-0.3	-0.8	93.6	0.6
CCOC(=O)CN1CC23C=CC(O2)C(C(=O)Nc2ccc(F)c(C)c2)C3C1=O (stereo not drawn)	-16.7	-2.6	103.6	-1.7	93.4	-0.43	-26.2	90.1	0.2
